Screens from PubChem BioAssay.
EPAC1 agonist = activates human EPAC1 exchange factor; O95398; EPAC1 agonist qHTS, biochemical assay; response scale: 100% = response to 6.5 mM cAMP; Potency, µM (titrated, usually from 154 µM), without a hit: top-dose activation, actives largely listed as activators; actives 0.073% (n = 360,000); note: potency is the fitted concentration of half-maximal effect; nearly all actives have a fitted effect of over 60% in size
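EPAC1 100 nM, Rap1B–BODIPY-GDP 250 nM, unlabeled GDP 50 uM; compound titration; 5 min RT; kinetic read ex480/em540 at 5-min intervals ×30 min; data normalized to 6.5 mM cAMP agonist control.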
PI5P4K alpha inh = PI5P4K alpha (human) kinase inhibition | actives 1.2% (n = 330,000) | max response, % | PI5P4Kalpha enzyme, ADP-Glo luminescence, 60 min; active compounds read low; active = max response of -50% or lower; inconclusive = between -30% and -50%; inactive = -30% or higher; note: value at the top dose of about 77 µM; % is set by controls: 0 for no effect and ±100 for the full control effect
Target sequence (P48426 whole entry, looked up): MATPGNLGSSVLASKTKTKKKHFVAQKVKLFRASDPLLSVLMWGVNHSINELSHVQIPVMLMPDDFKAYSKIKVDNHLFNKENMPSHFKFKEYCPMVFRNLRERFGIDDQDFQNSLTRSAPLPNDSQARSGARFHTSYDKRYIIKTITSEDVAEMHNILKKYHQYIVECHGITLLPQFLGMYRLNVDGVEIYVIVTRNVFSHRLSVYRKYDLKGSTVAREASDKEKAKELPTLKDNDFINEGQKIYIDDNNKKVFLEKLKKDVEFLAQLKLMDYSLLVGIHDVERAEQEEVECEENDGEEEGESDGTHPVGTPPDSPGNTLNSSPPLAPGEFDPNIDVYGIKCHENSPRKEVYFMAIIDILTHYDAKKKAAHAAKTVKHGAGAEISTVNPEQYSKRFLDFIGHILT
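Compounds were pin-transferred onto PI5P4Kalpha and substrate in HEPES pH 7.4 buffer with EGTA, CHAPS and 5% DMSO. ATP (5 microM final) started the reaction, which ran 60 minutes at room temperature before ADP-Glo detection.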
CCT chaperon mod = modulators of cytosolic chaperonin (CCT/TRiC) activity | actives 0.3% (n = 360,000) | purified chaperonin ATPase assay, HTRF ADP detection, 30 min | activity change, % (test concentration not listed), hits read low; in the data active = activity change below about -30%; note: % is set by controls: 0 for no effect and ±100 for the full control effect
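TRiC at 40 or 20 nM final (batch-dependent) in 30 mM Tris pH 7.4, 100 mM KCl, 5 mM MgCl2, 1 mM DTT, with compound at single 76 uM and 10 uM ATP, 30 min at 37 deg C. ADP detected by HTRF Transcreener, 665/615 ratio.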
MmCpn inh = blocks the Methanococcus maripaludis chaperonin Mm-Cpn; actives 0.031% (n = 330,000); Potency, µM (top dose mostly 76.9 µM), inactives show top-dose activity, negative = inhibition, actives largely listed as inhibitors; purified Mm-Cpn ATPase, ADP Transcreener TR-FRET; note: potency is the fitted concentration of half-maximal effect; % is set by controls: 0 for no effect and ±100 for the full control effect; nearly all actives have a fitted effect of over 80% in size
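Inhibition of chaperonin ATP hydrolysis is measured as reduced ADP production, detected by competitive TR-FRET in which signal falls with ADP. Final enzyme 25 nM and ATP 10 uM, reacted 30 min at 37°C.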
EPAC2 antag = blocks human EPAC2 exchange factor; Q8WZA2; EPAC2 GEF exchange of Rap1B-BODIPY-GDP, fluorescence; Potency, µM (top dose mostly 114 µM), without a hit: at the highest dose activity, negative = inhibition, actives largely listed as inhibitors; actives 0.18% (n = 360,000); AID 720708; note: potency is the fitted concentration of half-maximal effect; % is set by controls: 0 for no effect and ±100 for the full control effect; nearly all actives have a fitted effect of over 45% in size; many of its hits are not listed in these tables
PLK1 PBD inh = PLK1 (human) polo-box domain binding inhibition; Plk1 PBD binding of FITC phosphopeptide, fluorescence polarization; Potency, µM, for inactives: max response, negative = inhibition, usual class: inhibitors; actives 2.8% (n = 360,000); note: potency is the fitted concentration of half-maximal effect; series mostly up to about 57 µM; % is set by controls: 0 for no effect and ±100 for the full control effect; nearly all actives have a fitted effect of over 65% in size
Target sequence (P53350 whole entry, looked up, the tested form may be a part): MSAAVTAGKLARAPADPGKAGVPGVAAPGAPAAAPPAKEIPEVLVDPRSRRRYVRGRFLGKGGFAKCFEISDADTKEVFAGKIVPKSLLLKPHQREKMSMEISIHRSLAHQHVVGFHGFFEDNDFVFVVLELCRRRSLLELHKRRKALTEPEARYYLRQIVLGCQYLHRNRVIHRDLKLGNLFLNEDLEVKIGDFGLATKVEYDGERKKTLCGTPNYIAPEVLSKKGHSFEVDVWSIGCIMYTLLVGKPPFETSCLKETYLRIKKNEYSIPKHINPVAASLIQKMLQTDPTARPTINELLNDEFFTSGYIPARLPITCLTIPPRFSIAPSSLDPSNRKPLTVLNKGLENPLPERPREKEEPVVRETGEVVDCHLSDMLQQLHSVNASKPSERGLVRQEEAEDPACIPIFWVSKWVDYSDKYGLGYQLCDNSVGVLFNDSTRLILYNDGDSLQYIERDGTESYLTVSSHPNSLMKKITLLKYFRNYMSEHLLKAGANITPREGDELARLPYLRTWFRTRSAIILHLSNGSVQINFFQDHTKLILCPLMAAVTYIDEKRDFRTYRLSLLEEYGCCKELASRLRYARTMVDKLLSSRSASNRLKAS
WRN inhibitor = blocks human WRN helicase. WRN helicase unwinding, fluorescent forked duplex, kinetic. Potency, µM (top dose mostly 114 µM), inactives show top-dose activity change, negative = inhibition, actives largely listed as inhibitors. actives 0.46% (n = 360,000). AID 651768; note: potency is the fitted concentration of half-maximal effect; % is set by controls: 0 for no effect and ±100 for the full control effect; nearly all actives have a fitted effect of over 55% in size
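Enzyme (20 nM final) and test compound sit together 15 min at room temperature before substrate addition. Substrate is a single-forked duplex oligonucleotide (100 nM) labelled with fluorophore and quencher, with 2 mM ATP; helicase unwinding raises red fluorescence, read kinetically.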
EPAC1 antag = antagonists of human EPAC1; actives 0.14% (n = 360,000); EPAC1 GEF assay, Rap1b-BODIPY-GDP exchange fluorescence; Potency, µM (series often up to 115 µM), inactives show top-dose activity change, negative = inhibition, actives largely listed as inhibitors; AID 720709; O95398;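 note: potency is the fitted concentration of half-maximal effect; plate controls were vehicle for no effect and positive control for full effect; nearly all actives have a fitted effect of over 50% in size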
The depositor's hits bear a star; [ ] = remark or other dose. Unless noted, calls come from the whole dose curve; as a rule, active = well fitted curve in the direction sought with a large enough effect; inconclusive = small, poorly fitted or top-dose-only effect, or another doubt; inactive = no such curve, though single readings can be large; an effect the other way counts as inactive or inconclusive.

Results for CCOC(=O)c1c(NC(=O)C2COc3ccccc3O2)sc(C(C)=O)c1C (stereo not given) ?
EPAC1 agonist: 5%; CCT chaperon mod: -2.0; MmCpn inh: -3%; EPAC2 antag: -7%; PLK1 PBD inh: inconclusive; WRN inhibitor: -5%[57.1 µM]; EPAC1 antag: -11%

Results for O=C(NCCc1ccccc1)C1CCCN(C(=O)NC2CCCCC2)C1 (stereo not given) ?
EPAC1 agonist: 5%; CCT chaperon mod: 0.2; MmCpn inh: 0%; EPAC2 antag: 13%; PLK1 PBD inh: 0%; WRN inhibitor: 4%; EPAC1 antag: 8%

What do the screens show for `CCOCCCNCC(=O)NCC1CCCCC1`?
EPAC1 agonist: 7%; PI5P4K alpha inh: -3; CCT chaperon mod: 0.6; MmCpn inh: 3%; EPAC2 antag: 1%; PLK1 PBD inh: -2%; WRN inhibitor: 3%; EPAC1 antag: -7%

Results for COC(=O)c1ccc(NC(=O)c2ccc3c(c2)OCO3)cc1 ?
EPAC1 agonist: -5%; PI5P4K alpha inh: 2; CCT chaperon mod: -0.8; MmCpn inh: -1%; EPAC2 antag: -5%; PLK1 PBD inh: 4%; WRN inhibitor: -1%; EPAC1 antag: 6%

Results for Cc1cc(C)cc(OCC(O)CN2C(=O)NC(C)(C)C2=O)c1 (stereo not given) ?
EPAC1 agonist: -4%; PI5P4K alpha inh: -8; CCT chaperon mod: 1.3; MmCpn inh: 0%; EPAC2 antag: -8%; PLK1 PBD inh: inconclusive; WRN inhibitor: 1%; EPAC1 antag: -2%

Results for Cc1ccc2n(n1)c(=O)c(Cc1ccccc1)c([O-])[n+]2-c1ccccc1 ?
EPAC1 agonist: -4%; PI5P4K alpha inh: -5; CCT chaperon mod: -3.2; MmCpn inh: -3%; EPAC2 antag: 11%; PLK1 PBD inh: -2%; WRN inhibitor: 0%; EPAC1 antag: 11%

What do the screens show for `Cc1ccc(C)c(S(=O)(=O)N2CCCOC2CNC(=O)C(=O)NC2CCCCC2)c1` (stereo not given)?
EPAC1 agonist: -11%; PI5P4K alpha inh: -5; CCT chaperon mod: -3.9; MmCpn inh: 3%; EPAC2 antag: -2%; PLK1 PBD inh: -2%; WRN inhibitor: -19%; EPAC1 antag: 0%

Results for O=C(Nc1ccc(Cl)cc1)c1nc[nH]c1C(=O)NCc1ccccc1 ?
EPAC1 agonist: -15%; PI5P4K alpha inh: 23; CCT chaperon mod: -5.4; MmCpn inh: 1%; EPAC2 antag: 6%; PLK1 PBD inh: -1%; WRN inhibitor: -2%; EPAC1 antag: -5%

How did O=C(/C=C/c1cn(-c2ccccc2)nc1-c1cccnc1)c1ccco1 do in these assays?
EPAC1 agonist: 6%; PI5P4K alpha inh: -9; CCT chaperon mod: -7.7; MmCpn inh: 0%; EPAC2 antag: 0%; PLK1 PBD inh: -5%; WRN inhibitor: -13%; EPAC1 antag: -10%

Results for CCOc1cc(NC(=S)Nc2cccc(OC)c2)c(OCC)cc1NC(=O)C(C)C ?
EPAC1 agonist: 0%; PI5P4K alpha inh: -4; CCT chaperon mod: 3.1; MmCpn inh: 2%; EPAC2 antag: 5%; PLK1 PBD inh: -3%; WRN inhibitor: -4%; EPAC1 antag: 1%

Results for Nc1nc(COc2ccc(F)cc2Cl)nc(N2CCCCC2)n1 ?
EPAC1 agonist: -12%; PI5P4K alpha inh: 15; CCT chaperon mod: 2.3; MmCpn inh: 1%; EPAC2 antag: inconclusive; PLK1 PBD inh: -1%; WRN inhibitor: -6%; EPAC1 antag: -22%

How did COc1ccc(-n2c(Cc3cccn3C)nnc2SCC(=O)Nc2ccc(C(C)=O)cc2)cc1 do in these assays?
EPAC1 agonist: 0%; PI5P4K alpha inh: -4; CCT chaperon mod: -0.2; MmCpn inh: -4%; EPAC2 antag: -12%; PLK1 PBD inh: -2%; WRN inhibitor: 2%; EPAC1 antag: -3%

How did COc1ccc(-c2cc3ccccc3oc2=O)cc1NC(=O)c1cccnc1 do in these assays?
EPAC1 agonist: 10%; CCT chaperon mod: -2.8; MmCpn inh: 0%; EPAC2 antag: -5%; PLK1 PBD inh: -7%; WRN inhibitor: -1%; EPAC1 antag: -3%

Results for COC(CNC(=O)c1ccc(CS(=O)(=O)c2ccccc2)o1)OC ?
EPAC1 agonist: 10%; PI5P4K alpha inh: 0; CCT chaperon mod: -1.9; MmCpn inh: 0%; EPAC2 antag: 9%; PLK1 PBD inh: -8%; WRN inhibitor: 0%[57.1 µM]; EPAC1 antag: -2%

How did Cc1nn(-c2ccccc2)nc1C(=O)Nc1ccc2c(c1)OCCO2 do in these assays?
EPAC1 agonist: 2%; PI5P4K alpha inh: 18; CCT chaperon mod: -1.1; MmCpn inh: 4%; EPAC2 antag: -13%; PLK1 PBD inh: 11%; WRN inhibitor: -5%; EPAC1 antag: -9%

Results for C=C(C)C(=O)Nc1cccnc1Oc1ccc(F)cc1F ?
EPAC1 agonist: 8%; PI5P4K alpha inh: -2; CCT chaperon mod: -1.5; MmCpn inh: 2%; EPAC2 antag: -15%; PLK1 PBD inh: -8%; WRN inhibitor: 0%; EPAC1 antag: 7%

What do the screens show for `CCOc1ccc(/C=N/NC(=O)c2[nH]ncc2Br)c(O)c1`?
EPAC1 agonist: 4%; PI5P4K alpha inh: inconclusive; CCT chaperon mod: -0.1; MmCpn inh: 4%; EPAC2 antag: -6%; PLK1 PBD inh: 5%; WRN inhibitor: -7%; EPAC1 antag: -16%

What do the screens show for `CC(C)NC(=O)N(C)C[C@H]1OCc2cnnn2CCCC(=O)N([C@H](C)CO)C[C@@H]1C`?
EPAC1 agonist: -5%; PI5P4K alpha inh: -2; CCT chaperon mod: -0.6; EPAC2 antag: -13%; PLK1 PBD inh: 5%; WRN inhibitor: -6%; EPAC1 antag: 4%

How did CCOC(=O)C1=C(C)N(C)C(=O)NC1c1cccc2ccccc12 (stereo not given) do in these assays?
EPAC1 agonist: -3%; PI5P4K alpha inh: -18; CCT chaperon mod: -2.1; MmCpn inh: -1%; EPAC2 antag: -4%; PLK1 PBD inh: 11µM*; WRN inhibitor: -30%; EPAC1 antag: -1%

How did CC(=O)c1ccc(NC(=O)COC(=O)CC2CC3CCC2C3)cc1 (stereo not given) do in these assays?
EPAC1 agonist: -3%; PI5P4K alpha inh: 0; CCT chaperon mod: -8.1; MmCpn inh: 1%; EPAC2 antag: 1%; PLK1 PBD inh: 1%; WRN inhibitor: -6%; EPAC1 antag: -25%

In the list so far, 2 contain fluorine.
Results for Nc1nc(COc2ccc(F)cc2Cl)nc(N2CCCCC2)n1 ?
EPAC1 agonist: -12%; PI5P4K alpha inh: 15; CCT chaperon mod: 2.3; MmCpn inh: 1%; EPAC2 antag: inconclusive; PLK1 PBD inh: -1%; WRN inhibitor: -6%; EPAC1 antag: -22%

Results for C=C(C)C(=O)Nc1cccnc1Oc1ccc(F)cc1F ?
EPAC1 agonist: 8%; PI5P4K alpha inh: -2; CCT chaperon mod: -1.5; MmCpn inh: 2%; EPAC2 antag: -15%; PLK1 PBD inh: -8%; WRN inhibitor: 0%; EPAC1 antag: 7%

Quoted at random: 2 records from the list
How did CC(=O)c1ccc(NC(=O)COC(=O)CC2CC3CCC2C3)cc1 (stereo not given) do in these assays?
EPAC1 agonist: -3%; PI5P4K alpha inh: 0; CCT chaperon mod: -8.1; MmCpn inh: 1%; EPAC2 antag: 1%; PLK1 PBD inh: 1%; WRN inhibitor: -6%; EPAC1 antag: -25%

Results for CCOc1cc(NC(=S)Nc2cccc(OC)c2)c(OCC)cc1NC(=O)C(C)C ?
EPAC1 agonist: 0%; PI5P4K alpha inh: -4; CCT chaperon mod: 3.1; MmCpn inh: 2%; EPAC2 antag: 5%; PLK1 PBD inh: -3%; WRN inhibitor: -4%; EPAC1 antag: 1%

The list goes on.
Results for Cc1ccc(N=C2C(=S)N(c3ccc(C)cc3)C(=N)N2/N=C/c2ccc(Cl)cc2)cc1 ?
EPAC1 agonist: -3%; PI5P4K alpha inh: -14; CCT chaperon mod: 0.0; MmCpn inh: -1%; EPAC2 antag: 0%; PLK1 PBD inh: inconclusive; WRN inhibitor: 10%; EPAC1 antag: 6%

Results for Cc1ccc(Cl)cc1N1CCN(C(=O)c2cc3c(=O)[nH]c4ccccc4c3n2C)CC1 ?
EPAC1 agonist: -5%; PI5P4K alpha inh: 2; CCT chaperon mod: -1.6; MmCpn inh: 3%; EPAC2 antag: -2%; PLK1 PBD inh: 1%; WRN inhibitor: -3%; EPAC1 antag: -10%

How did COC(=O)c1cc(Br)c(=O)n(-c2cccc(F)c2)c1 do in these assays?
EPAC1 agonist: 1%; PI5P4K alpha inh: -1; CCT chaperon mod: 1.0; MmCpn inh: -8%; EPAC2 antag: 16%; PLK1 PBD inh: -13%; WRN inhibitor: -4%; EPAC1 antag: 5%

How did CCOc1ccc(OCC(=O)N2CCN(S(=O)(=O)c3ccccc3)CC2)cc1 do in these assays?
EPAC1 agonist: 4%; PI5P4K alpha inh: -6; CCT chaperon mod: 3.6; EPAC2 antag: -20%; PLK1 PBD inh: -7%; WRN inhibitor: 7%; EPAC1 antag: 4%

How did COc1cc(NC(=O)[C@@H](NC(=O)N2CCn3c2nc2ccccc23)C(C)C)cc(OC)c1 do in these assays?
EPAC1 agonist: 16%; PI5P4K alpha inh: 3; CCT chaperon mod: 0.5; MmCpn inh: 0%; EPAC2 antag: -8%; PLK1 PBD inh: -16%; WRN inhibitor: -6%; EPAC1 antag: -24%

What do the screens show for `CC(OC(=O)Cc1coc2cc3c(cc12)CCC3)C(=O)NCc1ccc2c(c1)OCO2` (stereo not given)?
EPAC1 agonist: -9%; PI5P4K alpha inh: -2; CCT chaperon mod: 1.6; MmCpn inh: 3%; EPAC2 antag: -1%; PLK1 PBD inh: -11%; WRN inhibitor: 17%; EPAC1 antag: 3%

What do the screens show for `COc1ccccc1NC(=O)COC(=O)Cc1ccc(S(=O)(=O)N2CCCCC2)s1`?
EPAC1 agonist: 6%; PI5P4K alpha inh: -6; CCT chaperon mod: 2.3; MmCpn inh: -8%; EPAC2 antag: -1%; PLK1 PBD inh: -4%; WRN inhibitor: -12%; EPAC1 antag: 10%

How did COc1ccc(CCNC(=O)c2ccc3ccccc3n2)cc1OC do in these assays?
EPAC1 agonist: 0%; PI5P4K alpha inh: 4; CCT chaperon mod: 0.4; MmCpn inh: 0%; EPAC2 antag: 1%; PLK1 PBD inh: -1%; WRN inhibitor: 1%; EPAC1 antag: 6%

What do the screens show for `CCCOCCOC(=O)C1=C(C)NC(=O)NC1c1cc(Cl)c(O)c(OC)c1` (stereo not given)?
EPAC1 agonist: 12%; CCT chaperon mod: 0.2; MmCpn inh: 0%; EPAC2 antag: -3%; PLK1 PBD inh: -6%; WRN inhibitor: -4%; EPAC1 antag: -4%

These rows are one share of the data, so the mix of outcomes need not match the whole.
